Compound activity from PubChem BioAssay.
OXTR potentiate: potentiates the human oxytocin receptor response; activation, % at 3 µM; CHO-OTR cells, Fluo-8 calcium fluorescence, potentiator mode; 0% = oxytocin EC15, 100% = EC100; AID 2445; 320,000 tested, 0.061% active; P30559;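 active = activation above that plate's cutoff, the mean activation of tested compounds plus 3 SD, cut at about 6.6% in these data, passing the limit was not always enough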;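 note: 100% uses oxytocin at 75 nM as the full agonist control; some results filed as inactive read as strong as hits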
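Dosing: Single dose, 3.0 µM nominal final compound concentration | Material: Human OTR in CHO cells | Technique: Kinetic Fluo-8 calcium fluorescence | Benchmarks: EC15 oxytocin alone as 0%, 75 nM oxytocin as 100% | Probe or stimulus: Oxytocin at about EC15, sub-maximal agonist stimulus | Incubation: Compound 6 min at room temperature before oxytocin, 100 s read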
CHRM1 agonist: human M1 muscarinic receptor agonism; P11229; CHO-K1 hM1, Fluo-8 calcium fluorescence, agonist mode; 0% DMSO, 100% acetylcholine EC100; activation, % at 3 µM; 360,000 tested, 0.33% active; AID 588814;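 active = activation above the run's mean compound activation plus 3 SD, cut at about 16% in these data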;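 note: peak over basal fluorescence ratio within a 140 s kinetic read after compound addition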
Target sequence (P11229 whole entry, looked up): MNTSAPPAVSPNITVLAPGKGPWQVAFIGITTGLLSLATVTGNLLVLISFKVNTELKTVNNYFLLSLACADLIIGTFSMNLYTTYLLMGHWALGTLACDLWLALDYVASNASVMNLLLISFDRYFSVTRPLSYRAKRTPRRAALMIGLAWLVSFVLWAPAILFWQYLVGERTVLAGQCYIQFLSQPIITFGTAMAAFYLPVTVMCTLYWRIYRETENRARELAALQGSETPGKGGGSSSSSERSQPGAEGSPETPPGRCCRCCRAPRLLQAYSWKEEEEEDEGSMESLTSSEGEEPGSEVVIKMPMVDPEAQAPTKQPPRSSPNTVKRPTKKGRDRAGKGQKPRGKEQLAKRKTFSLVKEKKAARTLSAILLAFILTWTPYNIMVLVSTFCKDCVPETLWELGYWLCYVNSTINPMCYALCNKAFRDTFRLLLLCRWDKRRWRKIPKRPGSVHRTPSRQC
OXTR agonist: human OXTR agonism. P30559. CHO-OTR cells, Fluo-8 calcium fluorescence; normalized: DMSO 0%, oxytocin 100%. activation, % at 3 µM. 320,000 tested, 0.32% active. AID 2435;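 active = activation above the mean of all tested compounds plus 3 SD, cutoff set per screening run, cut at about 20% in these data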;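 note: peak over basal fluorescence ratio from a 100 s FLIPR kinetic read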
CHO parental Ca: counter-screen: ATP calcium response change in parental CHO cells; inhibition, % at 5.6 µM; AID 463079; 330,000 tested, 0.63% active; parental CHO-K1, ATP-induced calcium, Fluo-8 fluorescence;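 active = inhibition above that plate's mean sample inhibition plus 3 SD, cut at about 26% in these data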;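 note: 0% = ATP-challenged DMSO wells and 100% = DMSO wells without ATP; some compounds past the cut are filed as inactive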
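Test system: untransfected parental CHO cell line. Compound: one dose, 5.6 µM nominal. Detection: intracellular calcium via Fluo-8 no-wash fluorescent dye. Measure: % inhibition. Benchmarks: ATP-challenged DMSO wells low, unchallenged DMSO wells high.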
CHRM1 PAM: potentiates human M1 receptor response to acetylcholine; P11229; activation, % at 3 µM; 360,000 tested, 0.088% active; CHO-K1 hM1, Fluo-8 calcium fluorescence, ACh EC20; 0% = ACh EC20, 100% = maximal ACh; in the data active = activation above about 19%, passing the limit was not always enough
TAAR1 ag: agonists of human TAAR1; AID 624467; 360,000 tested, 0.99% active; CHO RD-HGA16 TAAR1, Fluo-8 calcium fluorescence; vehicle wells 0%, saturating PEA agonist 100%; activation, % at 3 µM; Q96RJ0;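 active = activation above the mean activation of all test compounds in the run plus 3 SD, cut at about 38% in these data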
Target sequence (Q96RJ0 whole entry, looked up): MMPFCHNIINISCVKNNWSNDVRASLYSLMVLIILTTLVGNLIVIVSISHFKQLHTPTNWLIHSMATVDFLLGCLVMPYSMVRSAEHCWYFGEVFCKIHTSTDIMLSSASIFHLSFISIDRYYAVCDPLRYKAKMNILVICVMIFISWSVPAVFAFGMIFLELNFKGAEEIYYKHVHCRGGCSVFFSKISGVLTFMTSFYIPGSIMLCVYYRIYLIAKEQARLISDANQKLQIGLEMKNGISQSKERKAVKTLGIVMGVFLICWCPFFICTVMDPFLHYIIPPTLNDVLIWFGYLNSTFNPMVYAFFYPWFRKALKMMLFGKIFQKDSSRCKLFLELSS
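Test system: RD-HGA16 (CHO) cells co-expressing Gα16 and hTAAR1 / Benchmarks: DMSO vehicle as 0%, PEA at EC100 as 100% / Repeats: no replicates (n 1) / Measure: % activation from peak over basal fluorescence ratio, DMSO-to-PEA scaled / Timing: 17-24 h plating, Fluo-8 75 min 37 °C, 30 min RT / Technique: kinetic Fluo-8 calcium fluorescence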
TAAR1 antag: antagonists of human TAAR1; Q96RJ0; CHO RD-HGA16 TAAR1, Fluo-8 calcium fluorescence, antagonist; inhibition, % at 3 µM; 360,000 tested, 1.5% active;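 active = inhibition above a per-plate cutoff, the mean inhibition of test compounds on that plate plus 3 SD, cut at about 49% in these data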;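 note: 0% = DMSO plus EC80 beta-PEA response and 100% = DMSO alone without agonist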
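Material: CHO RD-HGA16 cells bearing hTAAR1; compound dosing: one-point dosing, 3 µM nominal final; schedule: dye loading 75 min at 37 °C, then 30 min room temperature; measured by: calcium fluorescence with Fluo-8; control set: vehicle and agonist controls; replication: n of 1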
V1aR counter: counter-screen for oxytocin receptor agonists: human V1a receptor agonists; 320,000 tested, 0.25% active; AID 2797; P37288; CHO-V1R cells, Fluo-8 calcium fluorescence, agonist mode; 0% DMSO, 100% 3 nM vasopressin; activation, % at 3 µM;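 active = activation above the mean activation of all tested compounds plus 3 SD, per screening run, cut at about 20% in these data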;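 note: signal is peak over basal fluorescence ratio across a 100 second FLIPR read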
M1 antag: blocks human M1 muscarinic receptor; P11229; CHO-K1 hM1, Fluo-8 calcium fluorescence, ACh EC80 antagonist; inhibition, % at 3 µM; 360,000 tested, 1.3% active; AID 588852;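 active = percent inhibition above its own plate's cutoff, namely the mean of that plate's compound wells plus 3 SD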;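 note: peak over basal fluorescence ratio during 140 s after agonist addition; 0% = ACh EC80 plus DMSO and 100% = DMSO alone without agonist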
The depositor's hits bear a star; / = no result given.

SMILES	OXTR potentiate	CHRM1 agonist	OXTR agonist	CHO parental Ca	CHRM1 PAM	TAAR1 ag	TAAR1 antag	V1aR counter	M1 antag
Nc1ccc(C#Cc2ccc3oc4ccccc4c(=O)c3c2)cc1	-7	-3	-1.3	1	-4	10	68*	-0.9	8
CCC(=O)n1nc(-c2ccco2)nc1SCc1ccccc1	-3	-5	-0.7	5	9	1	-24	0.0	-7
O=C(Nc1cccc(S(=O)(=O)NC2=NCCC2)c1)c1ccc(F)cc1F	0	0	3.3	-9	6	3	2	6.9	1
CCN1CCN(c2ccc(S(=O)(=O)N3CCCCC3)cc2NC(=O)/C=C/c2ccc(OC(F)F)cc2)CC1	-14	-2	5.2	4	7	13	7	13	-24
COC(=O)[C@@]1(C)[C@H]2C(=O)N(Cc3ccccc3)C(=O)[C@H]2[C@H]2CN=C(SCc3ccc(C)cc3)N21	/	-5	/	-16	9	1	-3	/	-15
COC(=O)c1cc2nc(-c3ccc(OC)c(OC)c3)cc(C(F)(F)F)n2n1	-4	-5	-0.2	-11	3	4	-2	-0.5	-15
N/C(=N\C(=S)Nc1ccccc1)c1ccccc1	-11	-4	-0.3	-8	-1	-2	-4	0.5	-5
COc1ccc(-c2nc(N3CCOCC3)nc3n[nH]c(N)c23)cc1	-14	-3	-1.2	-13	6	11	4	-0.7	-9
O=C(OCC(=O)N1CCCCC1)c1cc(NS(=O)(=O)c2ccc(Cl)c([N+](=O)[O-])c2)ccc1O	-5	-5	0.5	-7	6	8	-2	4.6	-15
Cn1c(C(=O)N2CCN(c3cccc(C(F)(F)F)c3)CC2)cc2sccc21	-8	4	0.2	-17	6	13	12	-0.3	-7
Cc1cc(C)c2oc(-c3ccc(Cl)c(NC(=O)c4ccc(C#N)cc4F)c3)nc2c1	-12	-3	-1.0	-9	2	6	-17	1.3	-14
CCOC(=O)C1(C)CCCN1C(=O)c1cc(F)ccc1C (stereo not given)	/	-1	/	/	7	2	4	/	-6
COC(=O)c1ccc(CNC(=O)C2CCC(=O)N(CCc3ccccn3)C2)cc1 (stereo not given)	/	-3	/	/	9	3	-24	/	-17
CCOC(=O)C1CCCN(C(=O)c2cnn3c(C(F)(F)F)cc(-c4ccccc4)nc23)C1 (stereo not given)	5	-3	-1.6	-24	1	1	18	-1.3	-11
COc1ccc(OC)c(NC(=O)CN2C(=O)COc3ccc(C)cc32)c1	-2	0	-0.8	-12	9	0	-6	-0.6	-14
Cc1ccnc(NC(=O)CNC(=O)c2ccc3c(c2)OCO3)c1	2	-1	0.4	-9	3	2	13	3.1	5
Cc1ccccc1NC(=O)CCCN1C(=O)C2CC=CCC2C1=O (stereo not given)	-7	-1	0.0	-5	9	1	-5	-0.5	-11
O=C(CCNC(=O)c1ccc([N+](=O)[O-])cc1)NCCc1ccc(Cl)cc1	-5	-4	0.9	-21	6	2	-17	1.7	-7
O=S(=O)(c1ccc(-n2cnnn2)cc1)N(C1CCCCC1)C1CCCCC1	-3	-3	-0.1	-17	6	0	-1	0.9	-9
O=C(CSc1nnnn1-c1ccc(C(=O)O)cc1)NC1CCCCC1	8	-2	1.8	-3	9	-1	12	1.1	-9
Cc1cc(C)c(C)c(S(=O)(=O)N(C)C2CCN(C)CC2)c1C	-15	-10	1.4	-10	8	1	-7	1.2	-17
Cc1cc(C)cc(NC(=O)CSc2nc3[nH]c(=O)cc(O)c3s2)c1	6	-3	1.3	8	-6	0	11	1.4	10
CCOc1ccc(-c2nnn(CC(=O)Nc3ccccc3OC)n2)cc1OCC	1	-4	0.5	-16	0	4	-3	-0.4	3
CCOC(=O)/C(C#N)=C1/SC(CC)C(=O)N1c1ccc(Br)cc1 (stereo not given)	-4	-5	-2.1	-16	3	-2	8	-0.3	1
COc1ccccc1-c1c(C)nn2c(N3CCCCCC3)cc(C)nc12	-9	-5	-1.0	1	-18	3	17	0.1	20

In the list so far, these have a nitro group on carbon:
SMILES	OXTR potentiate	CHRM1 agonist	OXTR agonist	CHO parental Ca	CHRM1 PAM	TAAR1 ag	TAAR1 antag	V1aR counter	M1 antag
O=C(OCC(=O)N1CCCCC1)c1cc(NS(=O)(=O)c2ccc(Cl)c([N+](=O)[O-])c2)ccc1O	-5	-5	0.5	-7	6	8	-2	4.6	-15
O=C(CCNC(=O)c1ccc([N+](=O)[O-])cc1)NCCc1ccc(Cl)cc1	-5	-4	0.9	-21	6	2	-17	1.7	-7

Given as labelled records: entries from further up.
Molecule: COc1ccc(-c2nc(N3CCOCC3)nc3n[nH]c(N)c23)cc1
  OXTR potentiate = -14
  CHRM1 agonist = -3
  OXTR agonist = -1.2
  CHO parental Ca = -13
  CHRM1 PAM = 6
  TAAR1 ag = 11
  TAAR1 antag = 4
  V1aR counter = -0.7
  M1 antag = -9
Molecule: COC(=O)c1ccc(CNC(=O)C2CCC(=O)N(CCc3ccccn3)C2)cc1 (stereo not given)
  OXTR potentiate = /
  CHRM1 agonist = -3
  OXTR agonist = /
  CHO parental Ca = /
  CHRM1 PAM = 9
  TAAR1 ag = 3
  TAAR1 antag = -24
  V1aR counter = /
  M1 antag = -17

Next results.
SMILES	OXTR potentiate	CHRM1 agonist	OXTR agonist	CHO parental Ca	CHRM1 PAM	TAAR1 ag	TAAR1 antag	V1aR counter	M1 antag
CC12CCC(C/C1=N/NC(=O)Nc1ccccc1)C2(C)C (stereo not given)	-17	-8	-2.1	-19	3	-3	-2	-0.3	-7
O=C(NC1CCCCC1)C(c1ccc(O)c(O)c1)N(C(=O)Cn1nnc2ccccc21)c1cccc(O)c1 (stereo not given)	-4	-5	-0.6	-16	9	3	-10	0.6	-6
CCn1c(SCc2ccc(C#N)cc2)nnc1-c1ccc(S(=O)(=O)N2CCCCC2)cc1	-9	-2	6.7	7	-12	13	-2	6.0	20
CC(C)CN(C(=O)COC(=O)C12CC3CC(CC(C3)C1)C2)c1c(N)n(Cc2ccccc2)c(=O)[nH]c1=O	-11	-2	-0.6	-24	4	4	2	0.3	2
Cc1ccc(C)c(NS(=O)(=O)c2ccc3[nH]c(=O)[nH]c3c2)c1	6	-2	1.1	-7	1	0	-12	3.1	3
O=C(Cn1cnc2ccccc21)N/N=C/c1ccccn1	-6	-4	0.6	-15	-2	6	-10	0.8	-13
COC(=O)[C@H]1C[C@H](OC(=O)NCC2CCCCC2)[C@@]2(O)CN(S(=O)(=O)c3ccc(C)cc3)CC2[C@H]1C(=O)OC (stereo not given in full)	/	-4	/	/	20	-1	10	/	-7
COc1cccc(CCc2nnc(CCC(=O)N(C)C3CC(C)(C)NC(C)(C)C3)o2)c1	-8	-5	-0.4	-17	2	0	-2	0.1	0
COc1ccc(NC(=O)CN2CCC(C(=O)c3ccc(F)cc3)CC2)c(OC)c1	-4	-2	0.0	-27	-1	-2	16	3.0	2
COc1ccc(/C=N/NC2=NS(=O)(=O)c3ccccc32)cc1OC(C)=O	-9	-3	1.3	0	6	2	5	0.6	-10
CC(C)Oc1ccc(C(=O)NCc2cccnc2)cc1	-3	0	1.0	-5	-2	7	7	3.7	14
CCOc1cc([C@@H]2C[C@H]3CN(c4ccccc4)C(=O)[C@]34CCCN24)ccc1OC	-11	-7	0.5	-14	-5	0	-10	1.6	-7
Cc1ccc2[nH]cc(CCNC(=O)C3CCCCC3)c2c1	/	0	/	/	-1	-1	-6	/	-6
CCOc1ccc2oc(C(=O)OCC(=O)N(CC(C)C)c3c(N)n(Cc4ccccc4)c(=O)[nH]c3=O)c(C)c2c1	/	5	/	/	-3	12	4	/	12
O=C(COC(=O)Cc1ccc(Cl)cc1)NC1CCCC1	-7	-3	-0.4	-6	-1	-1	11	0.3	2
Cn1c(-c2ccc(=O)[nH]c2)nc2ccccc21	-5	-6	-0.8	-11	3	9	-5	0.3	-3
CCOc1ccc(S(=O)(=O)N2CCN(C(=O)c3sccc3C)CC2)cc1	-12	-2	-0.6	-9	1	4	7	2.1	2
CCN1C(=O)c2cccc3c(S(=O)(=O)NCc4ccccc4)ccc1c23	-8	-2	0.7	-27	8	4	12	1.7	-6
COc1ccc(C2=NN(CCC(=O)NCC3CCCO3)C(=O)CC2)cc1 (stereo not given)	-2	-4	-0.2	-2	6	1	-6	-0.6	-8
CN(C(=O)C1Cc2c(-c3ccc(Cl)cc3)ccnc2O1)c1ccccc1 (stereo not given)	/	-3	/	/	6	-1	-13	/	-9
C[C@H](CO)N1C[C@H](C)[C@@H](CN(C)C(=O)Nc2ccccc2F)Oc2cc(Br)ccc2S1(=O)=O	/	-5	/	/	4	1	8	/	-9
NC(=O)c1ccc[n+](CC(=O)c2ccc(Cl)c(Cl)c2)c1	-12	-9	0.1	-12	-2	5	-11	0.8	3
Cc1cccc(NC(=O)CSCc2cc(=O)n3c(C)csc3n2)c1C	-4	-2	2.1	-17	2	2	-2	1.5	-4

Looked up above.
V1aR counter with `COc1ccc(OC)c(NC(=O)CN2C(=O)COc3ccc(C)cc32)c1` is entered as -0.6
TAAR1 antag with `CC(C)Oc1ccc(C(=O)NCc2cccnc2)cc1` is entered as 7

Rows were taken by chance; any-hit rate near 3.7%.
